Bioassay records from PubChem.
RBX1-CUL1 inh: inhibitors of human ROC1-CUL1 ubiquitin ligase activity; E3 ubiquitin-protein ligase RBX1 (Homo sapiens) + Cullin-1 (Homo sapiens), P62877+Q13616; in vitro K48 di-Ub FRET, acceptor:donor ratio, 45 min; inhibition, % at 10 µM; hit rate 0.6% among 140,000; AID 1347404, 2020; in the data active = inhibition above about 25%
Target sequence (P62877 whole entry, looked up): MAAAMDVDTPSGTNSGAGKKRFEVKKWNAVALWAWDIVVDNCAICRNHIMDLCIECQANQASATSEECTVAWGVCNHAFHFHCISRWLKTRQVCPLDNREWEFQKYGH
Target sequence (Q13616 whole entry, looked up): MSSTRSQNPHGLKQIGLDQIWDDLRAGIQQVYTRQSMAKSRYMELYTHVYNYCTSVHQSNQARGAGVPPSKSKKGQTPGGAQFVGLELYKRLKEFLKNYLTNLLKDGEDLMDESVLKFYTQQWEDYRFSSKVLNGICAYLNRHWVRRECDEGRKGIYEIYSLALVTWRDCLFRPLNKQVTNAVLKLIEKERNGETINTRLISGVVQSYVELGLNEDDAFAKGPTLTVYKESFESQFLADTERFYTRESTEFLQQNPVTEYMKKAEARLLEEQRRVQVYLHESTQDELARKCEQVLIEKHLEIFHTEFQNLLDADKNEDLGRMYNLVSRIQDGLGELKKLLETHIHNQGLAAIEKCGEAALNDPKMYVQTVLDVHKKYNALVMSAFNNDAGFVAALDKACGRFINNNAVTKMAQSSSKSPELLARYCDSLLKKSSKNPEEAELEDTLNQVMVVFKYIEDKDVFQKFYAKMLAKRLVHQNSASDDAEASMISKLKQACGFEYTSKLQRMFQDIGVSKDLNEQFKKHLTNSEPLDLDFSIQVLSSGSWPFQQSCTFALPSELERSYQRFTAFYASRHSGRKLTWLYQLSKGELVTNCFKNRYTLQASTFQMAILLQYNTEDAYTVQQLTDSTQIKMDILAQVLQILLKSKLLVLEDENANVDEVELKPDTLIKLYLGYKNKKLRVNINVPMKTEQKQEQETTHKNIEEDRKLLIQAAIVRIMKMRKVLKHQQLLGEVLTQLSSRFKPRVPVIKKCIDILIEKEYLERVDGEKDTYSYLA
* = called active by the depositor. An excerpt. The share of hits here may be higher or lower than overall.

SMILES | RBX1-CUL1 inh
CC(C)(C)c1ccc(OCC(O)CN2CCc3ccccc3C2)cc1 (stereo not given) | 3
COc1ccccc1CNC(=O)c1cc(S(=O)(=O)N2CCCCCC2)cn1C | -7
Cc1ccc(C2(c3ccc(C)cc3)CC2C(=O)Nc2ccccc2[N+](=O)[O-])cc1 (stereo not given) | 0
Cc1ccc(C(=O)Nc2ccc(N3CCC(NCCCc4ccncc4)CC3)cc2)c(C)c1 | 0
CC(C)(C)c1cn2c3ccccc3nc2n1CCCO | 10
Cc1c(NS(C)(=O)=O)cccc1C(=O)NCc1ccccc1 | 0
Cn1nccc1C(=O)N1CCOC(Cc2ccc(F)cc2)C1 (stereo not given) | 8
O=C(Nc1ccncc1)C1CCN(C(=O)c2ccccc2F)CC1 | -3
Cc1ccc(-c2csc3ncnc(N4CCN(c5ccc(Cl)c(Cl)c5)CC4)c23)cc1 | 2
CCOC(=O)c1c(-c2ccc(C)o2)csc1NC(=O)c1cccc2ccccc12 | 1
O=C(Nc1ccc(I)cc1C(=O)N1CCOCC1)c1cccs1 | 4
O=[N+]([O-])c1sccc1-c1ccsc1 | 29*
CCOc1ccc(-c2cc3c(=O)n(Cc4nc(-c5ccc(OC)cc5OC)oc4C)ccn3n2)cc1Cl | -8
Cc1ccccc1CC(C1CCN(C(=O)c2ccc3ncccc3c2)CC1)N(C)C(=O)Cn1cccn1 (stereo not given) | -1
CN(C(=S)NC(=O)C(c1ccccc1)c1ccccc1)c1ccccc1 | -9
COc1ccc(-n2c(C)cc(/C=N/NC(=O)c3nonc3N)c2C)cc1 | 1
CN1C(=O)C(S(=O)C(C)(C)C)C(=O)c2ccccc21 (stereo not given) | -5
COC(=O)c1cccc(-c2cc(Cl)c3c(c2)CC(CNC(=O)Cn2nc(C)nc2C)O3)c1 (stereo not given) | 3
COc1ccc(CNCC2CCNCC2)c(OC)c1OC | 6
Cc1cc(C)n(-c2ccc(C(=O)Nc3ccccn3)cc2)n1 | 8
Cn1c(-c2cnn(-c3ccccc3)c2N)n[nH]c1=S | -6
CC(NC(=S)N1CCN(Cc2ccc3c(c2)OCO3)CC1)C12CC3CC(CC(C3)C1)C2 (stereo not given) | -1
N#Cc1c[nH]n2c(NC3CCCCC3)c(-c3ccccc3F)nc12 | -9
Cc1nc(C2CCCN(S(=O)(=O)c3ccc(Cl)cc3)C2)cc(=O)[nH]1 (stereo not given) | 0
Cc1ccc(S(=O)(=O)Nc2cc3c(cc2N2CCOCC2)n(C)c(=O)n3C)cc1 | 0
O=C1CC(N2CCN(Cc3ccc4c(c3)OCO4)CC2)C(=O)N1c1ccc(OC(F)(F)Cl)cc1 (stereo not given) | -2
COC(=O)c1cc2sccc2n1Cc1nc(-c2ccc(Cl)cc2)oc1C | -2
CC1(C)CC(=O)C2=C(C1)OC1=C(C(=O)CC(C)(C)C1)C2c1ccc(OCC(=O)Nc2ccc3c(c2)OCO3)cc1 | 3
CC(C)(O)C#Cc1ccc(CN2CC[C@@H](N3CCN(c4ccccn4)CC3)[C@H](O)C2)cc1 | 8
CN(C(=O)C1CCN(C(=O)c2ccccc2F)CC1)c1ccccc1 | 3
Cc1ccc(NC(=O)C(Cc2c3ccccc3cc3ccccc23)=NC(=O)c2ccc(C)cc2)cc1 | -1
CCOC(=O)C1=NN(c2ccccc2)C2(SCC(=O)N2c2ccccc2)S1 (stereo not given) | 7
Cc1cc(NC(=O)c2cnc3c(-c4ccccc4)c(C)nn3c2C)ccc1Br | -9
O=C(CCC1(Cc2cccs2)CCC(=O)N1)NCc1cnn(Cc2ccccc2)c1 (stereo not given) | 6
Cc1ccc(C(=O)Nc2ccc(NC(=O)c3ccc(I)cc3)cc2)c2ccccc12 | 2
COc1ccc(F)cc1S(=O)(=O)Oc1cc(C)c(Cl)c(C)c1 | 1
O=C1c2ccccc2C(=O)C1C(=NCc1cccnc1)NCc1cccnc1 | 8
OCn1nc(-c2ccc(Cl)cc2)oc1=S | 0
COc1ccc(CCNC(=O)c2ccc(-n3c(C)cc4c3CCCC4)cc2)cc1OC | -1
Cc1ccc(-c2cnc3c(c2)CCC3(C#N)C#N)cc1 | -4
CC1CN=C(CC(=O)c2ccc(Cl)cc2)C(=O)N1 (stereo not given) | 10
CC(C)Cn1cc(C(=O)N2CCCCCC2)c(=O)c(C(=O)N2CCN(c3cccc(Cl)c3)CC2)c1 | 5
CCC(=O)Nc1nnc(SC)s1 | 0
CC(=O)c1cccc(NS(=O)(=O)c2ccc(Oc3ccccc3Cl)cc2)c1 | 2
CCCCOc1ccc(C(=O)Nc2ccc3oc(-c4ccc(OC)c(Cl)c4)nc3c2)cc1 | 0
Cc1ccc(Cl)cc1N1CCN(CCNC(=O)Nc2ccc(Cl)cc2)CC1 | -8
CCOc1ccc(C2C(C(=O)c3cc4ccccc4o3)C(=O)C(=O)N2c2nc(C)c(C(C)=O)s2)cc1OC (stereo not given) | -2
O=C1Nc2ccccc2C1(c1ccccc1)c1ccccc1 | 4
O=C(Nc1ccc2nc(SCCOc3ccccc3)sc2c1)c1ccco1 | 2
Cc1ccc2c(c1)C(=O)/C(=C/c1cccs1)CO2 | 73*

Remaining list, next part
SMILES | RBX1-CUL1 inh
COC(=O)NC(=O)C(C=NCc1ccc(Cl)c(Cl)c1)C(=O)NC(=O)OC | 1
CCOc1ccc(NC(=O)N2CCN(Cc3cc(=O)n4nc(-c5ccc(OC)cc5)sc4n3)CC2)cc1 | -2
C=CCn1cc(CN2C[C@H]3OC(=O)N(CCc4ccc(F)cc4)[C@H]3C2)c(C)n1 | -1
COc1ccc(OC)c(NC(=O)COCc2cc(-c3ccco3)on2)c1 | -11
COCc1cc(C)nc(N/N=C/c2ccc(-c3cc(C(=O)O)ccc3Cl)o2)c1C#N | -4
Cn1c(O)c(N=NC(=S)Nc2ccccc2)c2ccccc21 | -6
CCN(C(=O)C1CCN(S(=O)(=O)c2c(C)noc2/C=C/c2ccc(C)cc2)CC1)c1cccc(C)c1 | -8
Cc1sc2ncn(/N=C/c3ccco3)c(=O)c2c1C | -3
Cc1cc(C(F)(F)F)nc2sc([N+](=O)[O-])c(N)c12 | -2
COc1ccccc1N1CCN(C(=O)C(C)Oc2ccc(C)cc2)CC1 (stereo not given) | 0
CC(C)C(=O)NC(Nc1cccc2ccccc12)C(Cl)(Cl)Cl (stereo not given) | -9
CC12CCC(C(=O)N(c3nc4ccc(OC(F)(F)F)cc4s3)C1=O)C2(C)C (stereo not given) | 1
CCOCCCNC(=O)c1c(OC)cccc1OC | -3
Cc1ccccc1Nc1ncnc2c1cnn2C | -8
C=C(C)C1CC=C(C)/C(=N/NC(=O)COc2ccccc2C)C1 (stereo not given) | 11
O=C(Nc1ccc(-n2cccn2)cc1)C1CCCN1C(=O)CCc1cccs1 (stereo not given) | -4
O=[N+]([O-])c1ccc(C(=S)N2CCCC2)cc1 | -4
CCOC(=O)c1ccc(NC(=O)CC2Nc3cc(C)c(C)cc3NC2=O)cc1 (stereo not given) | 5
O=C(CCOc1ccccc1)N1CCCC(CO)(CCOc2ccccc2)C1 (stereo not given) | 0
O=C1O[C@@H]2CN(c3cnccn3)C[C@@H]2N1CCc1ccc(F)cc1 | 1
C#CCOCC(O)CN1CCN(c2ccc(OC)cc2)CC1 (stereo not given) | -2
Cc1ccc(C)c(NC(=O)CCc2nc3cccnc3n2Cc2cccs2)c1 | -1
CN1C(=O)/C(=C\c2ccc(-c3ccccc3C(=O)O)o2)SC1=S | 4
COc1cc(C2C3=C(CC(C)(C)CC3=O)OC3=C2C(=O)CC(C)(C)C3)cc(OC)c1OCc1ccc(Cl)c(Cl)c1 | 2
Cc1nc2nncn2c(Nc2ccccc2)c1C | -10
Cc1c(C(=O)Nc2ccccc2F)sc2nc3n(c(=O)c12)CCC3 | -1
COC(=O)c1cc(=O)nc(CC(=O)Nc2ccc(F)cc2)s1 | 2
O=c1c2ccccc2nc(CN2CCN(Cc3ccccc3)CC2)n1-c1ccc(F)cc1 | 7
CC1(C)O[C@H]2[C@@H](O1)[C@@H](C(=O)Nc1ccccc1C(F)(F)F)O[C@@H]1OC(C)(C)O[C@@H]12 | -10
O=C(CN1CCN(Cc2ccccc2)CC1)NC1CCCCCC1 | 6
O=C(OCCN1CCCCC1)c1ccccc1I | 3
COCCNC(=O)CNS(=O)(=O)c1c(C)c(C)cc(C)c1C | 14
CCCCc1ccc(NC(=O)N2CCCCC2C)cc1 (stereo not given) | -7
COc1ccc(NC(=O)CCS(=O)(=O)c2ccc3c(c2)oc(=O)n3C)cc1OC | -11
Cc1ccc(-c2nnc(-c3nnn(-c4ccc(C)cc4)c3C)o2)cc1 | 0
Cc1ccc(-c2n[nH]c(=O)c3ccccc23)cc1C | -6
Cc1ccc(/C=N/NC(=O)C(c2ccccc2)c2ccccc2)o1 | 8
Cc1c(C2(c3c(C)n(C)c4ccccc34)C(=O)Nc3ccc(F)cc32)c2ccccc2n1C | -8
COc1ccc(Nc2ncc(C(=O)N3CCN(c4ccc(F)cc4)CC3)c3ccccc23)cc1 | -1
CC(C)Oc1ccc(C(=O)NCc2cccs2)cc1 | 9
COC(=O)CN1C(=O)C(C)(C)c2cc(S(=O)(=O)NCc3ccc(Cl)cc3)ccc21 | 4
Cc1ccccc1-c1nc(CS(=O)(=O)CC(=O)NCCCc2ccccc2)c(C)o1 | 3
Cc1ccc(S(=O)(=O)N2CCN(C(=O)CSc3ncnc4sc5c(c34)CCCC5)CC2)cc1 | 9
C=CCSc1nc2sc3c(c2c(=O)n1-c1ccccc1C)CCCC3 | -1
COc1ccc(N=NC2C(=O)N(c3nc(-c4ccc(Br)cc4)cs3)N=C2C)cc1 (stereo not given) | -8
COC(=O)c1nnc(C(=O)OC)nn1 | -3
O=C(CC(NCCN1CCOCC1)C(=O)O)Nc1ccc(Cl)c(Cl)c1 (stereo not given) | -5
COc1c(Cl)cc(Cl)cc1C(=O)n1nc(C)cc1C | -3
CCOc1cc(Br)ccc1S(=O)(=O)N1CCCC1 | -2
O[C@@H]1CN(C2CCN(Cc3ccco3)CC2)CC[C@H]1N1CCCCCC1 | -1

Additional compounds
SMILES | RBX1-CUL1 inh
O=C1NN(c2cccc(Cl)c2)C(=O)/C1=C/c1cccc(I)c1 | 9
Cc1ccc(O)c(NC(=O)C2CCCC2)c1 | -7
C(=N\Nc1nc(Nc2ccccc2)nc(Nc2ccccc2)n1)/c1c2ccccc2cc2ccccc12 | 6
CCCOc1ccc(C2C(C(=O)c3ccc4c(c3)CC(C)O4)C(=O)C(=O)N2CC2CCCO2)cc1 (stereo not given) | -5
CCc1ccccc1Nc1cc(C(=O)NC(C)c2ccccc2)c2ccccc2n1 (stereo not given) | -7
Cc1c(C)c(C)c(C=C2C(=O)OC3(CCCCC3)OC2=O)c(C)c1C | -1
CCC(CC)C(=O)Nc1cc(-c2ccccc2F)nn1-c1ccccc1 | -9
Cn1ccnc1CN1CCCC1C(=O)Nc1ccc(-c2cccc(F)c2)cc1 (stereo not given) | 10
Cc1ccc(Oc2c(C(F)(F)F)oc3c(CN4CCCCC4C)c(O)ccc3c2=O)cc1 (stereo not given) | 24
Cc1cc(-c2cc(F)cc3c2OC(CNC(=O)C2(C)CC2)C3)ccc1F (stereo not given) | 9
COc1ccccc1C(=O)N1N=C(C)CC1(O)C(F)(F)F (stereo not given) | -7
Cc1cccc(CNC(=O)CN2C(=O)C3CCCCN3c3ccc(C(=O)N4CCCC4)cc32)c1 (stereo not given) | -2
COc1ccc(CNC(=O)Cc2c(C)c3cc4c(C)coc4c(C)c3oc2=O)cc1 | -1
Fc1ccccc1-c1nc(N2CCN(c3cccc(Cl)c3)CC2)c2ccccc2n1 | 6
O=[N+]([O-])c1cc(C(F)(F)F)cc([N+](=O)[O-])c1N1CCN(CCO)CC1 | 4
Cc1sc(NC(=O)c2ccco2)c(C(c2ccc(Cl)cc2)N2CCOCC2)c1C (stereo not given) | 5
CC(C)OCCCNC(=O)CCCn1c(SCC(N)=O)nc2c(sc3ccccc32)c1=O | 6
FC(F)(F)c1cc(-c2ccc(Cl)cc2)nc2ccnn12 | -15
CCCc1cc(C(=O)OCC)c(NC(=O)c2ccncc2)s1 | 8

Gathered by group, those above with an aryl methoxy group.
SMILES | RBX1-CUL1 inh
COc1ccccc1CNC(=O)c1cc(S(=O)(=O)N2CCCCCC2)cn1C | -7
CCOc1ccc(-c2cc3c(=O)n(Cc4nc(-c5ccc(OC)cc5OC)oc4C)ccn3n2)cc1Cl | -8
COc1ccc(-n2c(C)cc(/C=N/NC(=O)c3nonc3N)c2C)cc1 | 1
COc1ccc(CNCC2CCNCC2)c(OC)c1OC | 6
COc1ccc(F)cc1S(=O)(=O)Oc1cc(C)c(Cl)c(C)c1 | 1
COc1ccc(CCNC(=O)c2ccc(-n3c(C)cc4c3CCCC4)cc2)cc1OC | -1
CCCCOc1ccc(C(=O)Nc2ccc3oc(-c4ccc(OC)c(Cl)c4)nc3c2)cc1 | 0
CCOc1ccc(C2C(C(=O)c3cc4ccccc4o3)C(=O)C(=O)N2c2nc(C)c(C(C)=O)s2)cc1OC (stereo not given) | -2
CCOc1ccc(NC(=O)N2CCN(Cc3cc(=O)n4nc(-c5ccc(OC)cc5)sc4n3)CC2)cc1 | -2
COc1ccc(OC)c(NC(=O)COCc2cc(-c3ccco3)on2)c1 | -11
COc1ccccc1N1CCN(C(=O)C(C)Oc2ccc(C)cc2)CC1 (stereo not given) | 0
CCOCCCNC(=O)c1c(OC)cccc1OC | -3
C#CCOCC(O)CN1CCN(c2ccc(OC)cc2)CC1 (stereo not given) | -2
COc1cc(C2C3=C(CC(C)(C)CC3=O)OC3=C2C(=O)CC(C)(C)C3)cc(OC)c1OCc1ccc(Cl)c(Cl)c1 | 2
COc1ccc(NC(=O)CCS(=O)(=O)c2ccc3c(c2)oc(=O)n3C)cc1OC | -11
COc1ccc(Nc2ncc(C(=O)N3CCN(c4ccc(F)cc4)CC3)c3ccccc23)cc1 | -1
COc1ccc(N=NC2C(=O)N(c3nc(-c4ccc(Br)cc4)cs3)N=C2C)cc1 (stereo not given) | -8
COc1c(Cl)cc(Cl)cc1C(=O)n1nc(C)cc1C | -3
COc1ccccc1C(=O)N1N=C(C)CC1(O)C(F)(F)F (stereo not given) | -7
COc1ccc(CNC(=O)Cc2c(C)c3cc4c(C)coc4c(C)c3oc2=O)cc1 | -1
